Screening results as filed in PubChem BioAssay.
Large T inhibition: SV40 large T antigen inhibitors, biochemical (AID 1903) | inhibition, % at 20 µM; hits with a dose series show IC50 in µM | SV40 large T antigen ATPase/helicase inhibition assay; higher % means a stronger effect | actives 0.39% (n = 310,000); in the data active means a potency from the dose series; inconclusive means inhibition mostly from about 32% at the one dose, without a potency; inactive means the rest, 99 in 100 with inhibition below about 32%; further: strong numbers were not always called active
Salmonella PhoP GFP: PhoP-dependent GFP reporter repression – Salmonella Typhimurium, primary screen (AID 1863); actives 0.16% (n = 300,000); S. Typhimurium PhoP-regulated promoter GFP reporter, 4 h; higher % means a stronger effect; inhibition, % at 50 µM, or IC50 in µM where a hit was titrated;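 active means inhibition over 29.93%, a cutoff 3 SD above the screen mean, later confirmed by dose response; inconclusive means inhibition over 29.93% but no dose response follow-up; inactive means inhibition at most 29.93% or unconfirmed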;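 further: 0% = low Mg2+ inducing control and 100% = high Mg2+ repressing control; strong numbers were not always called active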
RSV CPE inhibition: RSV antiviral activity via CPE protection, HEp-2 cells, primary 10 µM value included (AID 2391); actives 0.13% (n = 310,000); CPE inhibition, % at 10 µM; hits with a dose series show IC50 in µM; HEp-2 cells, RSV-induced CPE inhibition; higher % means a stronger effect; in the data active means a potency from the dose series; inconclusive means CPE inhibition mostly from about 23% at the one dose, without a potency; inactive means the rest, 99 in 100 with CPE inhibition below about 21%; further: strong numbers were not always called active
Dengue-2 NS5 capping: Dengue-2 NS5 methyltransferase inhibitors, primary screen, biochemical, confirmation dose response (AID 588689); Dengue-2 NS5 methyltransferase capping enzyme assay, biochemical; higher % means a stronger effect; one-dose inhibition, % at 25 µM; IC50 in µM for titrated hits; actives 0.3% (n = 340,000); in the data active means a potency from the dose series; inconclusive means inhibition above about 29% without an active follow-up result
LYP inhibition: PTPN22 lymphoid phosphatase activity blockers – biochemical, fluorescence intensity, uHTS (AID 1779) | recombinant LYP phosphatase, fluorescence intensity; higher % means a stronger effect | one-dose inhibition, % at 11.5 µM; IC50 in µM for titrated hits | actives 0.054% (n = 290,000); in the data active means inhibition above about 50%;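 further: plate controls were vehicle with enzyme for no effect and no enzyme for full effect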
GPR35 antagonists: inhibition of zaprinast-stimulated GPR35 beta-arrestin translocation – imaging, U2OS, beta-arrestin-GFP, zaprinast agonist, primary screen (AID 2058); U2OS GPR35 beta-arrestin-GFP translocation imaging, zaprinast antagonism; higher % means a stronger effect; one-dose inhibition, % at 10 µM; IC50 in µM for titrated hits; actives 0.052% (n = 290,000);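 active means inhibition of at least 50% with at least 30 cells and total cytoplasm GFP at most 10,000,000; inconclusive means under 30 cells or total GFP of 10,000,000 plus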
MgcRacGAP inhibition: MgcRacGAP GTPase-activating activity inhibitors, confirmation, biochemical, ADP Hunter fluorescence; inhibition, % at 30 µM; hits with a dose series show IC50 in µM; actives 0.6% (n = 340,000); MgcRacGAP-stimulated Rac1 GTP hydrolysis, ADP Hunter fluorescence; higher % means a stronger effect; GST-tagged Rac1 F28L mutant substrate;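 active means first-screen hits whose inhibition reached a set limit at any dose in the follow-up dose series; inconclusive means inhibition above the set first-screen limit but never retested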;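 further: fluorescence reports GDP produced by GAP-driven GTP hydrolysis; strong numbers were not always called active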
CSM14.1 death rescue: rescue of cells from ER stress-induced death, primary screen, 384-well, CSM14.1, thapsigargin, ATP luminescence (AID 1222) | one-dose cellular ATP content (survival), % at 20 µM; EC50 in µM for titrated hits | 190,000 tested, under 10 active | CSM14.1 thapsigargin-induced death rescue, ATP luminescence; higher % means a stronger effect;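 active means EC50 below 50 µM in the dose-response confirmation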;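 further: death triggered by thapsigargin at about 15 µM added after 2 h compound pretreatment; cell ATP read after overnight thapsigargin exposure of roughly 18 to 22 hours; normalized against plate controls of thapsigargin alone and 5% DMSO vehicle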
West Nile antiviral: inhibition of WNV-induced cytopathic effect – cell-based, CPE readout (AID 1621); West Nile virus-infected cells, CPE inhibition; higher % means a stronger effect; CPE inhibition, % at 10 µM, or IC50 in µM where a hit was titrated; actives 0.02% (n = 290,000); in the data active means a potency from the dose series; inconclusive means CPE inhibition mostly from about 3.7% at the one dose, without a potency; inactive means the rest, 99 in 100 with CPE inhibition below about 2.2%; further: strong numbers were not always called active
* hit, by the source's call. Random draw from the library (roughly 1.5% active in at least one column).

Results for N#C/C(C(=O)N1CCOCC1)=C1/SC(Cc2ccccc2Cl)C(=O)N1c1ccccc1 (centres undefined) ?
Large T inhibition: 28%; Salmonella PhoP GFP: 5%; RSV CPE inhibition: 0.1%; Dengue-2 NS5 capping: -1%; LYP inhibition: -1%; GPR35 antagonists: -1%; MgcRacGAP inhibition: 4%; CSM14.1 death rescue: -2.9%; West Nile antiviral: 0.0%

How did CCCCC(=O)Nc1cccc(NC(=O)C(C)C)c1 do in these assays?
Large T inhibition: 9%; Salmonella PhoP GFP: -6%; RSV CPE inhibition: 1.4%; Dengue-2 NS5 capping: -2%; LYP inhibition: -6%; GPR35 antagonists: -7%; MgcRacGAP inhibition: 5%; CSM14.1 death rescue: 6.1%; West Nile antiviral: 0.2%

How did Cc1ccc(Cc2cnc(NC(=O)c3ccco3)s2)cc1 do in these assays?
Large T inhibition: 7%; Salmonella PhoP GFP: -4%; RSV CPE inhibition: 8.2%; Dengue-2 NS5 capping: -3%; LYP inhibition: 2%; GPR35 antagonists: -7%; MgcRacGAP inhibition: 1%; CSM14.1 death rescue: 2.0%; West Nile antiviral: -0.1%

Results for c1ccc2c(c1)Oc1cccc3cccc-2c13 ?
Large T inhibition: -5%; Salmonella PhoP GFP: 1%; RSV CPE inhibition: 3.3%; Dengue-2 NS5 capping: -4%; LYP inhibition: -10%; GPR35 antagonists: 16%; MgcRacGAP inhibition: 9%; West Nile antiviral: 0.6%

Results for O=C(CC(Nc1ccc(F)cc1)c1ccccc1)c1ccccc1 (centres undefined) ?
Large T inhibition: 0%; Salmonella PhoP GFP: 9%; RSV CPE inhibition: 0.9%; Dengue-2 NS5 capping: -4%; LYP inhibition: 0%; GPR35 antagonists: -1%; MgcRacGAP inhibition: 0%; CSM14.1 death rescue: 2.0%; West Nile antiviral: -0.7%

What do the screens show for `COc1ccc(O)c(C(=O)CC(=O)c2ccc(F)cc2)c1`?
Large T inhibition: 9%; Salmonella PhoP GFP: 5%; RSV CPE inhibition: -2.7%; Dengue-2 NS5 capping: -1%; LYP inhibition: -2%; GPR35 antagonists: 1%; MgcRacGAP inhibition: 2%; CSM14.1 death rescue: -3.1%; West Nile antiviral: -0.6%

What do the screens show for `CC(=O)Nc1cccc(-c2nc3ccccc3c(=O)o2)c1`?
Large T inhibition: -2%; Salmonella PhoP GFP: 1%; RSV CPE inhibition: 1.2%; Dengue-2 NS5 capping: -7%; LYP inhibition: -10%; GPR35 antagonists: 8%; MgcRacGAP inhibition: 3%; CSM14.1 death rescue: -0.6%; West Nile antiviral: 0.4%

What do the screens show for `Cc1cccc(OCC(=O)Nc2ccc3c(c2)nc(CCN2CCN(c4ccccn4)CC2)n3C)c1`?
Large T inhibition: 14%; Salmonella PhoP GFP: -2%; RSV CPE inhibition: 4.5%; Dengue-2 NS5 capping: -10%; LYP inhibition: -7%; GPR35 antagonists: -20%; MgcRacGAP inhibition: 13%; West Nile antiviral: 1.8%

Results for COc1cccc(Cn2c(NCc3cccnc3)nc3c2c(=O)n(C)c(=O)n3C)c1 ?
Large T inhibition: -1%; Salmonella PhoP GFP: -3%; RSV CPE inhibition: 10%; Dengue-2 NS5 capping: -2%; LYP inhibition: -2%; GPR35 antagonists: 9%; MgcRacGAP inhibition: 6%; CSM14.1 death rescue: -1.5%; West Nile antiviral: inconclusive

What do the screens show for `Cn1c(=O)[nH]c(=O)c2c1nc(Br)n2CCCCSc1nc2ccccc2o1`?
Large T inhibition: 2%; Salmonella PhoP GFP: 7%; RSV CPE inhibition: 1.6%; Dengue-2 NS5 capping: -7%; LYP inhibition: -4%; GPR35 antagonists: -3%; MgcRacGAP inhibition: 8%; CSM14.1 death rescue: 2.1%; West Nile antiviral: 0.2%

What do the screens show for `COc1ccc(C)cc1NC(=O)CN1C(=O)c2cccc3cccc1c23`?
Large T inhibition: 15%; Salmonella PhoP GFP: 8%; RSV CPE inhibition: 1.0%; Dengue-2 NS5 capping: -4%; LYP inhibition: -8%; GPR35 antagonists: 14%; MgcRacGAP inhibition: 10%; CSM14.1 death rescue: -2.8%; West Nile antiviral: -0.3%

Results for COc1ccc(N2CCN(C(=O)CC34CC5CC(CC(C5)C3)C4)CC2)c([N+](=O)[O-])c1 ?
Large T inhibition: -1%; Salmonella PhoP GFP: 15%; RSV CPE inhibition: 13%; Dengue-2 NS5 capping: 1%; LYP inhibition: 2%; GPR35 antagonists: -3%; MgcRacGAP inhibition: 6%; CSM14.1 death rescue: -1.1%; West Nile antiviral: -1.2%

Results for CC(=O)Nc1ccc(NC(=O)C2CC(=O)N(Cc3ccccc3)C2)cc1 (centres undefined) ?
Large T inhibition: 28%; Salmonella PhoP GFP: 3%; RSV CPE inhibition: 2.6%; Dengue-2 NS5 capping: 0%; LYP inhibition: 0%; GPR35 antagonists: 7%; MgcRacGAP inhibition: 0%; CSM14.1 death rescue: 1.0%

Results for Cc1csc(SCC(=O)NC(=O)c2ccccc2)n1 ?
Large T inhibition: 7%; Salmonella PhoP GFP: -8%; RSV CPE inhibition: -0.4%; Dengue-2 NS5 capping: -6%; MgcRacGAP inhibition: 7%

What do the screens show for `COc1cc(NC(=O)C2CCN(S(=O)(=O)c3cnc[nH]3)CC2)cc(OC)c1OC`?
Large T inhibition: 4%; Salmonella PhoP GFP: 5%; RSV CPE inhibition: -1.4%; Dengue-2 NS5 capping: -4%; LYP inhibition: -13%; GPR35 antagonists: -12%; MgcRacGAP inhibition: 19%; CSM14.1 death rescue: 2.8%; West Nile antiviral: 1.1%

What do the screens show for `O=C(CSc1nc2[nH]ncc2c(=O)[nH]1)NCc1ccccc1Cl`?
Large T inhibition: 5%; Salmonella PhoP GFP: 7%; RSV CPE inhibition: 2.5%; Dengue-2 NS5 capping: 4%; LYP inhibition: -7%; GPR35 antagonists: -4%; MgcRacGAP inhibition: 6%; CSM14.1 death rescue: -3.6%; West Nile antiviral: 0.6%

Results for Cc1cc(C)cc(NC(=O)CSc2nc3c(oc4ccccc43)c(=O)n2-c2ccccc2)c1 ?
Large T inhibition: 13%; Salmonella PhoP GFP: 12%; RSV CPE inhibition: inconclusive; Dengue-2 NS5 capping: 2%; LYP inhibition: -7%; GPR35 antagonists: 6%; MgcRacGAP inhibition: 10%; CSM14.1 death rescue: 3.4%; West Nile antiviral: -0.2%

Results for O=C(O)CCc1ccc(-c2ccccc2)n1CC1CCCO1 (centres undefined) ?
Large T inhibition: 6%; Salmonella PhoP GFP: 20%; RSV CPE inhibition: 0.7%; Dengue-2 NS5 capping: -7%; LYP inhibition: -4%; GPR35 antagonists: -1%; MgcRacGAP inhibition: 9%; CSM14.1 death rescue: -1.3%; West Nile antiviral: 0.1%

Results for CSc1cccc(NS(=O)(=O)c2ccc3c(c2)NC(=O)C(C)C(=O)N3)c1 (centres undefined) ?
Large T inhibition: 5%; RSV CPE inhibition: -0.2%; Dengue-2 NS5 capping: -1%; LYP inhibition: -7%; GPR35 antagonists: 0%; MgcRacGAP inhibition: 5%; West Nile antiviral: 0.1%

Results for COc1ccccc1N1CCN(C(=O)c2cc3cc(F)ccc3[nH]2)CC1 ?
Large T inhibition: 4%; Salmonella PhoP GFP: 14%; RSV CPE inhibition: 3.9%; Dengue-2 NS5 capping: -3%; LYP inhibition: -6%; GPR35 antagonists: -10%; MgcRacGAP inhibition: 11%; West Nile antiviral: -0.8%

What do the screens show for `COc1cccc(NC(=O)Cn2c(=O)n(CCCC(=O)NCc3ccco3)c(=O)c3ccccc32)c1`?
Large T inhibition: 10%; Salmonella PhoP GFP: 5%; Dengue-2 NS5 capping: -5%; LYP inhibition: 2%; GPR35 antagonists: 10%; MgcRacGAP inhibition: 6%; CSM14.1 death rescue: -3.8%; West Nile antiviral: -0.1%

What do the screens show for `CC(C)C[C@H](NC(=O)[C@H](Cc1ccccc1)n1c(=O)[nH]c2ccccc2c1=O)C(=O)N1CCC(C(=O)O)CC1`?
Large T inhibition: 16%; Salmonella PhoP GFP: 1%; RSV CPE inhibition: 1.9%; Dengue-2 NS5 capping: -1%; LYP inhibition: -5%; GPR35 antagonists: -3%; MgcRacGAP inhibition: 5%; West Nile antiviral: -0.1%

How did CCN(C(=O)c1ccco1)c1nc(-c2ccc(OC)cc2)cs1 do in these assays?
Large T inhibition: 3%; Salmonella PhoP GFP: 15%; RSV CPE inhibition: 19%; LYP inhibition: -1%; GPR35 antagonists: -14%; MgcRacGAP inhibition: 5%; West Nile antiviral: -0.6%

What do the screens show for `C=CCN1C2CCCC1CC(NC(=S)Nc1cccc(OC)c1)C2` (centres undefined)?
Large T inhibition: 4%; Salmonella PhoP GFP: 4%; RSV CPE inhibition: -0.1%; Dengue-2 NS5 capping: -7%; LYP inhibition: -7%; GPR35 antagonists: -3%; MgcRacGAP inhibition: 10%; CSM14.1 death rescue: 2.6%; West Nile antiviral: -0.6%

Results for COc1cc2[nH]c(=O)n(CCCC(=O)NCCc3ccccc3)c(=O)c2cc1OC ?
Large T inhibition: 10%; Salmonella PhoP GFP: -6%; RSV CPE inhibition: 6.2%; Dengue-2 NS5 capping: 1%; LYP inhibition: -5%; GPR35 antagonists: 0%; MgcRacGAP inhibition: 1%; CSM14.1 death rescue: -0.7%

What do the screens show for `Cc1ccc(NC(=O)CSc2ccc(C(N)=O)cc2[N+](=O)[O-])cc1C`?
Large T inhibition: 8%; Salmonella PhoP GFP: -11%; RSV CPE inhibition: -1.3%; Dengue-2 NS5 capping: -1%; LYP inhibition: -2%; GPR35 antagonists: 15%; MgcRacGAP inhibition: 6%; CSM14.1 death rescue: -0.6%; West Nile antiviral: -0.5%

How did O=C(COC(=O)CCC1CCCC1)Nc1ccc(Cl)cc1F do in these assays?
Large T inhibition: 16%; Salmonella PhoP GFP: -2%; RSV CPE inhibition: 2.3%; Dengue-2 NS5 capping: -7%; LYP inhibition: 2%; GPR35 antagonists: 11%; MgcRacGAP inhibition: 9%; CSM14.1 death rescue: -3.6%; West Nile antiviral: -0.1%

Results for CC(=O)N1CCc2c(sc(NC(=O)C3CCCN3S(=O)(=O)c3cccs3)c2C#N)C1 (centres undefined) ?
Large T inhibition: 12%; Salmonella PhoP GFP: 1%; RSV CPE inhibition: -0.7%; Dengue-2 NS5 capping: -4%; MgcRacGAP inhibition: 1%
